C2C12 statin – suppressors of simvastatin-induced myotoxicity in C2C12 myotubes | ATP luminescence, 48 h; scaled: DMSO 0, geranylgeraniol control 100 | rescue of ATP level, % at 7.49 µM | actives 0.78% (n = 330,000);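 active means mean ATP rescue above about 67%, or every replicate alone reaching that limit, limit read from the data, passing the limit was not always enough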;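 further: myotubes were challenged with 10 µM simvastatin during compound exposure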
esBAF inh – blocks esBAF chromatin remodeling in mouse ES cells; Bmi1-luciferase knock-in reporter, 24 h; 100% = twice the neutral-well signal; reporter increase, % at 12.5 µM; actives 2% (n = 350,000); AID 602393; in the data active means activation above about 40%;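 further: 0% = median of the plate's neutral control wells and 100% = double that signal; a rise in the Bmi1 reporter signal indicates esBAF inhibition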
S100A4 inh HTS – inhibitors of human S100A4 binding to myosin IIA peptide. P26447. S100A4/TAMRA-MyoIIA peptide fluorescence polarization. inhibition, % at 10.7 µM. actives 0.14% (n = 360,000);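 active means mean inhibition of at least 70% across replicates, with every replicate also reaching that level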
Target sequence (P26447 whole entry, looked up): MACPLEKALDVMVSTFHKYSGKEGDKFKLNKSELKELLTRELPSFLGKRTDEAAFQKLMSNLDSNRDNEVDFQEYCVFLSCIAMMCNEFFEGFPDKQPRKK
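Material: S100A4 monomer (human). Medium: Calcium-containing HEPES buffer, pH 7.2. Probe or stimulus: labelled myosin peptide probe, 5 nM. Compound dosing: one concentration per compound. Timing: polarization read 5 min after assay mix addition, stable 5–60 min. Benchmarks: DMSO as neutral control, TFP as positive control.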
CASP6 VEID inh – blocks human caspase-6 cleavage activity | actives 0.53% (n = 350,000) | inhibition, % at 12.5 µM | purified caspase-6, Z-VEID-R110 cleavage fluorescence;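 active means mean inhibition across replicates at least about 35%, with every replicate also reaching that limit, limit read from the data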;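 further: 0% = median of neutral control wells and 100% = no fluorescence left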
Target sequence (P55212 24-179 limits assumed): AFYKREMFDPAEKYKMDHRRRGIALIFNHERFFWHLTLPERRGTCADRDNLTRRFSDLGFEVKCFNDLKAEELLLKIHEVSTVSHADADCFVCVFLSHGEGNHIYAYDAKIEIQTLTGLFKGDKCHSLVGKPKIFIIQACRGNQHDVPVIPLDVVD
Target sequence (P55212 194-293 limits assumed): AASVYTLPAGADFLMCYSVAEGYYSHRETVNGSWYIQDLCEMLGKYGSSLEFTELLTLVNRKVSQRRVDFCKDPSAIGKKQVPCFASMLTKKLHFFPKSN
LGR2 antag – inhibitors of bursicon-induced Drosophila LGR2 receptor cAMP signaling; HEK293 LGR2, CRE-luciferase, bursicon-stimulated, 4 h; inhibition, % at 9.99 µM; actives 0.35% (n = 380,000); AID 720647;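 active means drop in luminescence signal, shown as inhibition above about 50% in the replicate tests, limit read from the data, passing the limit was not always enough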;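 further: agonist challenge used bursicon conditioned medium at about half maximal strength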
SIRT5 inh – sirtuin-5 (human) deacylase inhibition; AID 652115; inhibition, % at 15 µM; Purified SirT5, succinyl-peptide AMC, trypsin-coupled fluorescence; actives 1.1% (n = 330,000); in the data active means inhibition above about 15%
Target sequence (Q9NXA8 whole entry, looked up): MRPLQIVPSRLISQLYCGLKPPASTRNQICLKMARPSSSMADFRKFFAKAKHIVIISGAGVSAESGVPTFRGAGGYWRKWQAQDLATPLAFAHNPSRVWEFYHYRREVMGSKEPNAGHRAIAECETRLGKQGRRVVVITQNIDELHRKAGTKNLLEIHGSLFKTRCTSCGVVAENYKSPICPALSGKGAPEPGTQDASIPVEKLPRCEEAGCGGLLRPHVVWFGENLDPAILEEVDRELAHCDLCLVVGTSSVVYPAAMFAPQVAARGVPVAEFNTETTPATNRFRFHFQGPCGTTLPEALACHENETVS
FN deposit inh – fibronectin deposition inhibition | AH1F fibroblasts, Alexa488-fibronectin deposition fluorescence, overnight | inhibition, % at 12.6 µM | actives 0.086% (n = 350,000) | AID 743247;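 active means mean inhibition across replicates of 30% or more, regardless of how many single replicates reach that level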;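 further: positive control wells lacked labelled fibronectin entirely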
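Material: AH1F fibroblast monolayer depositing Alexa488-labelled fibronectin into matrix | Input: 10000 AH1F cells/well | Medium: DMEM plus 2% serum, read in PBS | Reagent: Alexa488-fibronectin, 24 nM final in well | Compound dosing: One dose per compound, pinned | Schedule: 1 h adhesion, overnight exposure | Measured by: Fluorescence at 485 nm excitation, 525 nm emission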
* marks the source's active call; other numbers are inactive results; / = no result given; & = joins results of further samples.

canonical_smiles	LGR2 antag	FN deposit inh	S100A4 inh HTS	C2C12 statin	CASP6 VEID inh	SIRT5 inh	esBAF inh
COc1ccccc1C#Cc1ccc([C@@H]2[C@H](C#N)N(C(=O)C3CC3)[C@H]2CO)cc1	-3	8	-7	9	-3	3	2
COc1ccc(N(CC(=O)Nc2ccc(S(=O)(=O)N3CCOCC3)cc2)S(C)(=O)=O)cc1OC	-4	10	49	4	-1	-3	5
COC(=O)C1=C(C)NC(=O)NC1c1c(O)ccc2ccccc12 (stereo not given)	4	3	1	21	7	-2	0
C[C@@H]1CN([C@@H](C)CO)C(=O)c2cc(C3=CCCCC3)cnc2O[C@@H]1CN(C)C(=O)Cc1ccccc1	-2	/	5	-191	-3	1	-4
CN(C)CC#Cc1ccc([C@@H]2[C@H]3CN(C(=O)c4ccc5c(c4)OCO5)CCCCN3[C@H]2CO)cc1	13	/	2	-11	0	1	1
CCN(C[C@H]1N[C@@](Cc2ccccc2)(C(=O)OC)[C@H]2C(=O)N(Cc3ccccc3)C(=O)[C@@H]12)C(C)=O	5	11	-5	9	3	-4	-3
Cc1ccc2cc(/C=N/NC(=O)[C@@H]3CCCN3)c(Cl)nc2c1	-19	-7	-7	/	1	1	/
CN(Cc1ccccc1)S(=O)(=O)c1ccc(N2CCCC2=O)cc1	4	-2	2	-10	-5	-3	9
CCOC(=O)C1(Cc2ccc(OC)cc2)CCN(C(=O)c2cc(C)nn2C)CC1	-9	7	0	-5	-10	1	19
COc1cc(O)c(CC=C(C)C)c(O)c1C(=O)CCc1ccc(O)cc1	-11	/	0	4	-1	/	20
Cc1cc(OC(=O)c2ccccc2Br)c([N+](=O)[O-])c(=O)[nH]1	-6	4	0	/	-1	0	15
O=C(Nc1ccc(Oc2cccnc2)cc1)c1ccccc1Cl	-16	3	1	/	2	0	/
C[C@H]1CN([C@@H](C)CO)C(=O)Cc2cc(NC(=O)Nc3ccc(C(F)(F)F)cc3)ccc2O[C@@H]1CN(C)Cc1ccncc1	0	/	1	-10	1	3	-3
CC(=O)N(C)C[C@@H]1Oc2ncc(C#Cc3ccc(F)cc3)cc2C(=O)N([C@@H](C)CO)C[C@H]1C	-12&19	-2&-11	-1&8&7	-6&-2&-6	-3&22&0	-8&0&1	-7&-3&3
O=C(NCC(c1ccco1)N1CCCC1)c1cccc(NS(=O)(=O)c2ccc(Br)cc2)c1 (stereo not given)	19	-4	-1	24	-169	3	/
CCc1ccc(-c2nnn(CCC#N)n2)cc1	-25	0	6	0	-2	-2	18
CC(C)Cc1ccc(C(=O)Nc2ccc(Cc3ccncc3)cc2)o1	9	5	3	3	-5	-1	1
Cc1cc(-c2nnc(CCC(=O)N3CCN(Cc4cccc(F)c4)CC3)o2)c(C)o1	-35	/	2	-3	2	-1	10
C[C@H](CO)N1C[C@H](C)[C@@H](CN(C)C(=O)c2ccccc2F)Oc2ncc(-c3cccnc3)cc2C1=O	0	/	-20	4	0	3	0
C[C@H]1CCCCO[C@@H](CN(C)C(=O)c2ccccc2)[C@@H](C)CN([C@@H](C)CO)C(=O)c2cc(NS(=O)(=O)c3ccc(Cl)cc3)ccc2O1	29	-7	-6	/	2	-5	0
CCOC(=O)c1c(C)nc(C)c(C(=O)OCC)c1-c1ccco1	8	-2	-1	/	5	-4	/
CCOC(=O)C1=CNS(=O)(=O)NC1c1ccc(OC(C)=O)cc1 (stereo not given)	-6	2	2	14	-3	-6	-1
Cc1ccc(NC(=O)NCCCl)cc1S(=O)(=O)N1CCOCC1	-2	-6	0	/	-2	-4	/
COc1ccc(N2C(=O)c3ccc(C(=O)OC(C)C)cc3C2=O)cc1	/	5	/	0	/	/	-7
NS(=O)(=O)c1ccc(CCNS(=O)(=O)c2cccc3nsnc23)cc1	-4	4	3	-5	0	1	-7
Cc1ccsc1/C=N/NC(=O)CNC(=O)c1ccco1	7	6	8	0	0	-4	8
O=C(C[C@H]1CC[C@H]2[C@@H](COC[C@@H](O)CN2S(=O)(=O)c2cccc(F)c2)O1)NC1CCC1	11	-8	6	-2	1	-7	2
CCCNC(=O)C[C@H]1CC[C@@H]2[C@H](COc3ccc(NC(=O)COC)cc3C(=O)N2C)O1	8	-11	/	1	/	/	-4
Cc1c(C)[n+](=O)c(-c2ccco2)c(C)n1[O-]	9	14	/	3	/	/	-8
COCc1cc(=O)[nH]c(-c2ccc(C(F)(F)F)cc2)n1	-6	-18	-2	-2	-1	-3	1

Entries from the list above that have a CF3 group (two):
canonical_smiles	LGR2 antag	FN deposit inh	S100A4 inh HTS	C2C12 statin	CASP6 VEID inh	SIRT5 inh	esBAF inh
C[C@H]1CN([C@@H](C)CO)C(=O)Cc2cc(NC(=O)Nc3ccc(C(F)(F)F)cc3)ccc2O[C@@H]1CN(C)Cc1ccncc1	0	/	1	-10	1	3	-3
COCc1cc(=O)[nH]c(-c2ccc(C(F)(F)F)cc2)n1	-6	-18	-2	-2	-1	-3	1

Next records follow:
canonical_smiles	LGR2 antag	FN deposit inh	S100A4 inh HTS	C2C12 statin	CASP6 VEID inh	SIRT5 inh	esBAF inh
COc1ccc(CN(CC(=O)NCc2ccc(F)cc2)C(=O)CCC(=O)Nc2ccccn2)cc1	-10	-2	2	10	/	-1	-8
O=S(=O)(c1ccc(F)cc1)N1CCCCN2[C@H](CO)[C@H](c3ccc(C4=CCCCC4)cc3)[C@H]2C1	0	/	3	-19	0	3	-9
C[C@@H]1CCCCO[C@@H](CN(C)S(=O)(=O)c2ccc(Cl)cc2)[C@@H](C)CN([C@@H](C)CO)C(=O)c2cc(NS(=O)(=O)c3ccc(Cl)cc3)ccc2O1	13	7	/	/	/	/	12
CCOC(=O)C1=NNC(C(=O)c2ccccc2)C1c1ccc(OC)cc1 (stereo not given)	7	/	/	-1	/	/	3
Cc1ccc(S(=O)(=O)N(C)C[C@H]2Oc3c(NS(C)(=O)=O)cccc3C(=O)N([C@@H](C)CO)C[C@H]2C)cc1	-9	1	-54	-3	-1	0	-3
Cc1cc(C(=O)CSc2nc3ccc(Cl)cc3[nH]2)c(C)n1Cc1ccco1	6	-4	32	-2	7	-1	1
C[C@@H]1CCCCO[C@H](CN(C)C(=O)C2CCCCC2)[C@H](C)CN([C@H](C)CO)C(=O)c2cc(NS(=O)(=O)c3ccc(Cl)cc3)ccc2O1	18	-3	-8	/	2	9	8
C[C@@H]1CCCCO[C@@H](CN(C)C(=O)Nc2ccccc2)[C@H](C)CN([C@H](C)CO)C(=O)c2cc(NC(=O)NC3CCCCC3)ccc2O1	16	-8	-6	/	4	5	9
Cc1ccc(SC2CC(=O)N(c3ccc4c(c3)OCCO4)C2=O)cc1 (stereo not given)	43	0	0	/	3	2	/
Cc1ccc(-c2nnn(CC(=O)NC3CC4CCC3C4)n2)cc1 (stereo not given)	/	5	/	-31	/	/	-5
CCNC(=O)C[C@@H]1CC[C@H]2[C@H](COc3ccc(NC(=O)Nc4ccc(C)cc4)cc3C(=O)N2C)O1	15	-10	-4	-3	-1	2	6
COCCNC(=O)c1cc(-c2ccc(Cl)c(Cl)c2)on1	13	4	-1	-6	2	3	52*
Cc1cc([N+](=O)[O-])cc2c1NC(=O)C2(O)N1CCOCC1 (stereo not given)	0	9	2	/	7	5	/
O=C(CNC1CCCCCC1)Nc1ccccc1N1CCOCC1	-18	0	0	/	3	-2	/
O=C1ON=C(c2ccccc2)/C1=C/c1cccnc1	6	-4	-6	/	-3	0	/
O=C(COC(=O)/C=C/c1ccc([N+](=O)[O-])cc1)NC(c1ccccc1)c1ccccc1	-4	-5	3	/	15	10	/
COc1cc(/C=N/NC(N)=O)ccc1OC(=O)c1ccco1	-21	12	5	/	/	-6	/
CC(C)CN(C(=O)COC(=O)CSc1ccccc1F)c1c(N)n(Cc2ccccc2)c(=O)[nH]c1=O	-1	-4	8	-30	-1	-3	/
Cc1noc(C)c1S(=O)(=O)Nc1ccc2c(c1)C(=O)N([C@H](C)CO)C[C@H](C)[C@@H](CN(C)C(=O)Nc1ccc3c(c1)OCO3)O2	-5	/	-1	-2	4	3	0
FC(F)Oc1ccc(NC(=S)NC2CCSc3ccccc32)cc1 (stereo not given)	4	5	-2	-11	-1	-5	5
O=C(O)CN1C(=O)NC2(CCOc3ccccc32)C1=O (stereo not given)	5	4	-2	-2	-2	-1	3
COc1ccc(Nc2c([N+](=O)[O-])ccc3c2=NC2(CCCCC2)N=3)cc1	1	23	-5	-4	2	-1	16
CCCN(C)C[C@H]1Oc2ncc(-c3ccccc3F)cc2C(=O)N([C@H](C)CO)C[C@H]1C	-8	/	-3	2	2	-1	-3
Cc1cccc(C)c1NC(=O)CS(=O)CC(=O)Nc1ccc(F)cc1F (stereo not given)	/	3	/	-2	/	/	-4
Nc1ccc(C(=O)N2CCN(S(=O)(=O)c3ccc(Br)cc3)CC2)cc1[N+](=O)[O-]	19	-1	-1	0	6	-1	-6
COc1cccc(NC(=O)C2C3C=CC4(O3)C2C(=O)N(CCCN2CCCCC2)C4C(=O)NC2CCCCC2)c1 (stereo not given)	5	0	3	-6	0	0	-2
C[C@@H]1CN([C@H](C)CO)C(=O)Cc2cc(NC(=O)c3ccncc3)ccc2O[C@H]1CN(C)CC1CC1	-8	-11	6	6	-1	0	0
CCOC(=O)N1CCN(Cc2cn[nH]c2-c2cc3ccccc3o2)CC1	-15	-20	-1	6	0	-2	-1
COc1ccc(CN(C)C[C@@H]2Oc3ccc(NC(=O)Nc4ccc5c(c4)OCO5)cc3C(=O)N([C@@H](C)CO)C[C@@H]2C)cc1	5	/	5	4	0	5	1
Cc1ccc(S(=O)(=O)N(C)C[C@H]2Oc3c(NS(C)(=O)=O)cccc3C(=O)N([C@H](C)CO)C[C@@H]2C)cc1	8	0	-23	-16	3	0	-3

Some of these compounds in order of formula weight, largest number first.
canonical_smiles	LGR2 antag	FN deposit inh	S100A4 inh HTS	C2C12 statin	CASP6 VEID inh	SIRT5 inh	esBAF inh
Cc1noc(C)c1S(=O)(=O)Nc1ccc2c(c1)C(=O)N([C@H](C)CO)C[C@H](C)[C@@H](CN(C)C(=O)Nc1ccc3c(c1)OCO3)O2	-5	/	-1	-2	4	3	0
Cc1ccc(S(=O)(=O)N(C)C[C@H]2Oc3c(NS(C)(=O)=O)cccc3C(=O)N([C@@H](C)CO)C[C@H]2C)cc1	-9	1	-54	-3	-1	0	-3
CCNC(=O)C[C@@H]1CC[C@H]2[C@H](COc3ccc(NC(=O)Nc4ccc(C)cc4)cc3C(=O)N2C)O1	15	-10	-4	-3	-1	2	6

Continued.
canonical_smiles	LGR2 antag	FN deposit inh	S100A4 inh HTS	C2C12 statin	CASP6 VEID inh	SIRT5 inh	esBAF inh
CCN1C(=O)CC(c2ccccc2)CC1=O	-17	-2	6	21	-1	-1	-2
CCOc1ccc(NC(=O)C(CC)n2nc(C)c3c(C)n(-c4ccccc4)nc3c2=O)cc1 (stereo not given)	4	8	-3	48	0	2	15
Cc1nc(-c2cccc(Cl)c2)n[nH]1	/	7	-4	/	4	-3	/
CCOc1c(Br)cc(C(=O)Nc2cccc(S(=O)(=O)N3CCOCC3)c2)cc1OC	2	15	-5	6	-1	/	4

Some of the compounds tested; count on the stated rates, not on these rows.
